High-throughput results deposited in PubChem by several laboratories.
UGM FP inh: Mtb UDP-galactopyranose mutase inhibition. P9WIQ1. purified UGM, fluorescence polarization probe displacement. inhibition, % at 10 µM. hit rate 0.06% among 320,000; in the data active means inhibition above about 10%, passing the limit was not always enough; inconclusive means no clear call, values can overlap the other calls
GDH-TPI counter: inhibits GDH-TPI coupling enzymes, artifact for Mtb FBA screen; AID 588335; GDH-TPI coupled enzyme counterscreen, NADH absorbance; hit rate 1.2% among 360,000; inhibition, % at 4.8 µM; in the data active means inhibition above about 30%;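 further: 0% = DMSO wells and 100% = wells lacking the enzyme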
FBA Mtb inh: inhibitors of M. tuberculosis fructose-bisphosphate aldolase. purified M. tuberculosis FBA, fluorescence read-out. inhibition, % at 1 µM. hit rate 2.3% among 360,000. AID 588726; in the data active means inhibition above about 27%;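 further: 0% = vehicle and 100% = reference inhibitor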
Yp Topo-I inh: inhibitors of Yersinia pestis topoisomerase I. hit rate 0.064% among 360,000. Y. pestis Topo-I cleavage product accumulation, plate reader. activity, % at 10 µM; in the data active means activity above about 50%, passing the limit was not always enough; inconclusive means no clear call, values can overlap the other calls; further: inactives centre near 2
PfHsp40 yeast: rescue of PfHsp40-mediated yeast toxicity | S. cerevisiae expressing PfHsp40, growth rescue, ATP luminescence | growth rescue, % at 12.5 µM | hit rate 0.68% among 340,000; in the data active means growth rescue above about 28%, passing the limit was not always enough; inconclusive means no clear call, values can overlap the other calls;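 further: yeast W303a lacking pdr1 and pdr3 grown in galactose medium; growth measured after three days at 30 °C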
TcdB GH inh: inhibitors of Clostridioides difficile toxin B glycohydrolase; inhibition, % at 9.99 µM; TcdB glycohydrolase enzymatic assay, plate reader; hit rate 0.24% among 350,000; P18177; in the data active means inhibition above about 10%
Mtb BioA inh: inhibitors of Mycobacterium tuberculosis BioA enzyme; purified M. tuberculosis BioA enzyme, plate reader; inhibition, % at 9.99 µM; hit rate 0.096% among 360,000; AID 602481; in the data active means inhibition above about 40%; inconclusive means no clear call, values can overlap the other calls
Vc quorum ag: quorum light induction in luxS cqsA deficient V. cholerae | AID 588436 | V. cholerae BH1578 lux reporter, luminescence, 6 h | activation, % at 18.7 µM | hit rate 0.16% among 350,000; in the data active means activation mostly above about 9.7%, no sharp cut-off; inconclusive means no clear call, values can overlap the other calls; inactive means mostly below about 3.7%; further: not every result past the cut was called active; inactives centre near 0; reference of the scale not given here
FadD28 FP inh: blocks FadD28 binding to the bisubstrate probe; fluorescence polarization; inhibition, % at 12.5 µM; hit rate 0.22% among 360,000; AID 588549; in the data active means inhibition above about 8.5%, passing the limit was not always enough; inconclusive means no clear call, values can overlap the other calls
* marks the source's active call; other numbers are inactive results; i = inactive; ? = inconclusive; / = not tested or not shown.

Start of the data: the first 4 compounds, ahead of the listing:
SMILES | UGM FP inh | GDH-TPI counter | FBA Mtb inh | Yp Topo-I inh | PfHsp40 yeast | TcdB GH inh | Mtb BioA inh | Vc quorum ag | FadD28 FP inh
COCCNC(=O)c1c(N)n(/N=C/c2cccs2)c2nc3ccccc3nc12 | -3.2 | 17 | -9 | -4 | 17 | / | -0.1 | -9.8 | -1.7
COc1ccc(N=Nc2ccc3ccccc3c2)c(O)c1 | -0.2 | 18 | 0 | 1 | 0.0 | -0.1 | -0.4 | i | -1.3
COc1cc2nc3occc3c(OC)c2cc1OC | 1.0 | 14 | 9 | 4 | 2.8 | 4.0 | 1.0 | -1.0 | -1.9
CN1CCc2cc3c(cc2[C@H]1[C@@H]1OC(=O)c2c1ccc1c2OCO1)OCO3 | 0.7 | 11 | -1 | 1 | -0.3 | 2.0 | 0.8 | i | -3.6

The whole of this part, previewed entries included:
SMILES | UGM FP inh | GDH-TPI counter | FBA Mtb inh | Yp Topo-I inh | PfHsp40 yeast | TcdB GH inh | Mtb BioA inh | Vc quorum ag | FadD28 FP inh
COCCNC(=O)c1c(N)n(/N=C/c2cccs2)c2nc3ccccc3nc12 | -3.2 | 17 | -9 | -4 | 17 | / | -0.1 | -9.8 | -1.7
COc1ccc(N=Nc2ccc3ccccc3c2)c(O)c1 | -0.2 | 18 | 0 | 1 | 0.0 | -0.1 | -0.4 | i | -1.3
COc1cc2nc3occc3c(OC)c2cc1OC | 1.0 | 14 | 9 | 4 | 2.8 | 4.0 | 1.0 | -1.0 | -1.9
CN1CCc2cc3c(cc2[C@H]1[C@@H]1OC(=O)c2c1ccc1c2OCO1)OCO3 | 0.7 | 11 | -1 | 1 | -0.3 | 2.0 | 0.8 | i | -3.6
CC(=O)Nc1ccc(CNc2nc3cc(-c4ccccc4C)sc3c(=O)n2C)cc1 | / | 15 | -2 | 16 | / | 1.1 | 11 | -0.7 | -30
Oc1ccccc1C1Nc2cccc3cccc(c23)N1 | -0.3 | 19 | 0 | -24 | -0.9 | / | 0.3 | i | -2.1
COc1ccc(NC(=O)N2CCNC(=O)C2CC(=O)Nc2ccc(F)cc2)cc1 (configuration not stated) | 3.2 | 1 | 1 | 8 | -1.7 | 0.9 | 5.7 | 0.5 | 1.4
CC(NC(=O)c1ccco1)c1ccc2c(c1)OCO2 (configuration not stated) | -2.2 | -4 | 1 | 6 | -0.2 | 0.3 | -0.3 | 1.7 | -2.2
C[C@@H]1C2CC(C/C2=N\NC(=O)c2ccncc2)C1(C)C (some centres not stated) | 1.3 | 8 | -1 | 5 | -2.1 | -1.2 | 0.4 | -0.3 | -3.5
N#CC(=C(c1ccccc1)c1ccccc1)c1ccccc1 | / | 4 | -2 | 5 | 18 | 2.3 | / | / | -0.8
CC1CCC(NC(=O)CN(C)S(=O)(=O)c2ccc3c(c2)CCC(=O)N3)CC1 (configuration not stated) | 2.5 | 1 | 2 | 5 | -1.4 | -0.5 | -5.2 | -12 | -2.7
Cc1ccc(C(=O)COC(=O)c2ccc(Br)o2)cc1C | -1.9 | -8 | 1 | 26 | -1.0 | / | -1.4 | -0.2 | -2.9
COc1ccccc1OC(=O)Nc1ccc(Cl)cc1 | 2.2 | -2 | 0 | 4 | 0.3 | 0.1 | -1.8 | -1.4 | 0.3
O=C(Nc1nc(-c2cccc(Br)c2)cs1)Oc1ccccc1 | 0.3 | 3 | 1 | 15 | 0.0 | -0.3 | -1.4 | i | -1.1
O=C(Cn1c(C(=O)N2CCc3ccccc3C2)cc2sccc21)c1ccccc1 | -2.4 | -8 | 0 | 22 | 0.4 | 0.1 | 0.2 | -0.3 | -3.7
CC12CCC(=O)N1C(C(=O)Nc1ccc(Cl)c(Cl)c1)CS2 (configuration not stated) | -0.3 | -1 | -1 | -5 | 0.1 | -1.1 | / | -2.0 | -8.8
CC(C)CC(C(=O)OCC(=O)c1c(N)n(C)c(=O)n(C)c1=O)N1C(=O)c2ccccc2C1=O (configuration not stated) | 0.3 | 2 | 0 | 15 | 0.0 | / | / | -0.5 | -4.4
NC(=O)c1cccnc1OCC(F)(F)F | 5.8 | 12 | 1 | 3 | -1.4 | 0.5 | -2.8 | 0.0 | -2.2
CC(=O)NCCn1c(SCc2ccc(C)cc2)nc2ccccc2c1=O | 2.7 | -6 | -1 | 20 | 0.7 | / | -1.1 | / | -4.0
COc1cccc(NC(=O)c2cc(S(=O)(=O)N3CCc4ccccc43)cn2C)c1 | -4.3 | -11 | -1 | 12 | -1.2 | -0.5 | 0.8 | 0.0 | -1.9
O=C(Cc1cccs1)N1CCN=C1SCc1ccccc1Cl | 1.7 | 5 | 1 | -10 | 0.5 | 0.1 | / | 2.8 | -4.1
CCC(=O)N(CCCN(C)C)c1nc(-c2cc(OC)ccc2OC)cs1 | 1.1 | 4 | 1 | -2 | -3.1 | / | -0.1 | -0.2 | -0.5
CCn1c(SCC(=O)N/N=C(\C)c2ccncc2)nnc1-c1ccc(C)cc1 | -0.4 | 1 | 3 | -2 | / | 0.5 | 2.8 | 0.6 | 2.1
CC1CCCC(C)N1C(=O)CN1C(=O)C(C)(C)Oc2ccc(C(=O)NC3CCCCC3)cc21 (configuration not stated) | 0.3 | 3 | 1 | 6 | -1.5 | / | / | -0.7 | -2.4

A second format for some results above:
COc1cccc(NC(=O)c2cc(S(=O)(=O)N3CCc4ccccc43)cn2C)c1
  UGM FP inh = -4.3; GDH-TPI counter = -11; FBA Mtb inh = -1; Yp Topo-I inh = 12; PfHsp40 yeast = -1.2; TcdB GH inh = -0.5; Mtb BioA inh = 0.8; Vc quorum ag = 0.0; FadD28 FP inh = -1.9
O=C(Cc1cccs1)N1CCN=C1SCc1ccccc1Cl
  UGM FP inh = 1.7; GDH-TPI counter = 5; FBA Mtb inh = 1; Yp Topo-I inh = -10; PfHsp40 yeast = 0.5; TcdB GH inh = 0.1; Mtb BioA inh = /; Vc quorum ag = 2.8; FadD28 FP inh = -4.1

The list goes on.
SMILES | UGM FP inh | GDH-TPI counter | FBA Mtb inh | Yp Topo-I inh | PfHsp40 yeast | TcdB GH inh | Mtb BioA inh | Vc quorum ag | FadD28 FP inh
CC(=O)c1ccc(OCc2cc(C(=O)NC3CCCCC3)no2)cc1 | 0.1 | 7 | 1 | 3 | -0.7 | 0.3 | -1.1 | i | -1.4
O=C(O)C(Cc1c[nH]c2ccccc12)N1C(=O)C2C3c4ccccc4C(c4ccccc43)C2C1=O (configuration not stated) | -0.9 | 1 | 0 | 0 | -0.2 | 6.5 | / | -0.3 | -0.1
O=C(Nc1ccc(S(=O)(=O)Nc2nccs2)cc1)C1CC(=O)N(c2ccc(Cl)cc2)C1 (configuration not stated) | -1.5 | -12 | -10 | -6 | -0.4 | 1.8 | 0.7 | -2.3 | -2.4
O=C(c1ccccc1[N+](=O)[O-])N1CCC(Cc2ccccc2)CC1 | -0.6 | 3 | 1 | 5 | 0.0 | 0.5 | -0.3 | -0.2 | 1.1
CC1(OC(=O)CCc2ccccc2)C(=O)C=C2C=C(c3ccc(C#N)cc3)N(C3CCCC3)C=C2C1=O (configuration not stated) | -1.3 | 5 | 1 | 15 | -1.5 | 2.3 | -0.5 | 0.3 | 0.1
Cc1ccc(C)c(OCC(=O)Nc2ccc(S(=O)(=O)Nc3ccccn3)cc2)c1C | 3.1 | 18 | -1 | 32 | 0.1 | / | -0.7 | -0.9 | 1.1
COCCn1c(N)c(Sc2ccc(Cl)cc2)c(=O)[nH]c1=O | 0.1 | -1 | 0 | -2 | 0.8 | -0.1 | 9.3 | -0.2 | -1.6
O=C1C2CCCCN2C(=O)N1CCCCN1CCN(c2cccc(C(F)(F)F)c2)CC1 (configuration not stated) | / | 1 | 0 | 27 | -0.2 | -0.9 | 6.0 | -0.2 | -0.9
COc1ccc(CCNC(=O)c2ccc(SC)cc2OC)cc1 | -1.0 | 1 | 1 | 7 | 4.1 | -0.5 | / | 1.5 | -0.3
COc1ccc(C2c3[nH]c4ccccc4c3C[C@H]3C(=O)N(c4ccccc4C(=O)N4CCC[C@H]4C(=O)O)C(=O)N23)cc1 (some centres not stated) | -2.2 | 1 | 2 | 8 | 0.0 | 1.2 | 2.1 | -0.6 | -2.4
Cc1ccc(N2CCN(c3ccc(NCc4nc5ccccc5n4C)cc3)CC2)cc1 | 2.8 | 14 | 1 | 28 | 0.2 | -3.0 | / | -0.3 | 0.2
Cc1cc(C)n2c(SCc3ccc(C#N)cc3)nnc2n1 | -1.2 | 5 | 3 | -17 | -0.4 | / | / | -5.3 | -1.9
CC12CCC(C(=O)NCCCN3CCOCC3)(C(Br)C1=O)C2(C)C (configuration not stated) | 2.0 | -7 | 0 | -2 | -0.3 | 0.9 | / | -0.5 | -3.1
O=C(CS(=O)CC(=O)Nc1ccccc1-c1ccccc1)Nc1ccc(F)cc1 (configuration not stated) | 2.3 | -2 | -1 | 7 | 1.6 | 1.6 | 0.7 | -0.2 | -2.6
CCc1nc2c(OCc3ccc(OC)cc3)cccn2c1N(C)C(=O)c1ccco1 | / | 0 | -3 | 22 | / | -0.2 | 1.8 | 0.3 | -2.7
CCOC(=O)/C(C#N)=C1/C=CN(C)C=N1 | -3.3 | 50* | -3 | -5 | -0.3 | / | -1.7 | -0.3 | -1.7
Cc1ccc(NC2=C(NC(=O)c3ccccc3)C(=O)c3ccccc3C2=O)cc1Cl | -1.4 | 12 | -6 | -4 | 11 | / | 1.3 | -0.1 | -0.5
O=C(NCCCn1ccnc1)C(=O)NCc1ccc(Cl)cc1 | 1.5 | 7 | 3 | 4 | 0.8 | / | 0.3 | -0.3 | 0.3
Cc1ccc(-c2nnn(CC(=O)N(c3ccc(F)cc3)C(C(=O)NC3CCCC3)c3ccncc3)n2)o1 (configuration not stated) | -0.3 | -1 | -3 | 4 | -0.4 | -11 | -1.3 | -0.6 | -2.1
O=C(CN1C(=O)CCS(=O)(=O)c2ccccc21)Nc1ccc(F)cc1 | -0.5 | 9 | 4 | 0 | -0.3 | -0.4 | 1.1 | i | -0.8
O=C(NCc1cccnc1)C(=O)NCC1CCCO1 (configuration not stated) | -1.3 | 2 | 2 | -5 | -0.8 | 1.2 | / | -0.2 | -2.2
CCNC(=O)NC(=O)COC(=O)C1CSC2(C)CCC(=O)N12 (configuration not stated) | -0.5 | 12 | 3 | -8 | -2.0 | -0.9 | / | -0.2 | 0.1
CC1=NN(c2ccccc2)C(=O)C1C(=O)c1ccccc1 (configuration not stated) | 1.2 | 4 | 0 | 0 | -1.8 | 0.1 | / | 0.2 | -0.4
Cc1[nH]c2ccccc2c1C(=O)C(=O)NCCC1=CCCCC1 | -0.7 | 13 | 1 | 4 | 0.5 | / | / | -0.1 | -1.5
C=CCSc1nc(=O)n2cccc(C)c2n1 | -3.3 | 15 | 6 | 0 | 2.6 | -1.9 | 0.4 | 0.7 | ?
Cc1ccn2cc(C(=O)Nc3nnc(C)s3)nc2c1 | -0.4 | 10 | 18 | -1 | 0.3 | / | 0.8 | i | -2.1
Cn1cnnc1SCC(=O)NC1CCCN(Cc2ccc(Cl)cc2)C1 (configuration not stated) | -0.7 | 5 | 1 | 6 | 1.3 | 2.8 | 0.2 | -2.9 | -2.0
CCC(C)(C(=O)NC1CCCCC1)N(Cc1ccco1)C(=O)Cc1cccs1 (configuration not stated) | 1.7 | 8 | 1 | 10 | -0.4 | / | -0.8 | 6.7 | -1.7
O=C(C[n+]1ccccc1)N/N=C/c1ccc(O)cc1 | 2.1 | 5 | -1 | 1 | -0.6 | 11* | 1.8 | -1.8 | -2.7
CC[N+]1=C(C)C(C)(C)c2cc(C)ccc21 | -3.1 | 1 | 4 | 8 | -1.3 | 0.0 | -6.1 | -0.4 | -7.1
Cc1ccccc1NC(=S)N(CCCN1CCOCC1)Cc1ccccn1 | -1.6 | 3 | 2 | -4 | 0.3 | -4.8 | / | -0.2 | -1.1
CC(C)N(C(=O)CN(C#N)c1nc(N(C)C)nc(N(C)C)n1)c1ccccc1 | -1.4 | -2 | -2 | 28 | -2.1 | 4.0 | 1.8 | i | -1.4
O=C(OCC(=O)N1CCc2ccccc21)[C@@H]1CCCN1S(=O)(=O)c1ccccc1F | 1.3 | 3 | 3 | 20 | 0.1 | 0.5 | -3.7 | 1.6 | -2.1
